From PubChem
Vif-A3F inh – Vif-A3F binding inhibition; hit rate 0.2% among 390,000; HeLa A3F-eYFP + Vif (tagged APOBEC3F with the HIV-1 protein that degrades it), YFP fluorescence increase; Potency, µM (series often up to 46.1 µM), for the others: at the top dose activity, negative = active; also: potency is read from the fitted curve at half-maximal effect; % of control where 0% means no effect; nearly all actives have a fitted effect of over 65% in size
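HeLa cells stably expressing Vif plus C-terminally eYFP-tagged A3F were seeded, incubated overnight at 37 deg C, dosed with compound, incubated overnight again at 37 deg C. Yellow fluorescence (Ex 488/Em 500-530) reported blocked Vif-mediated A3F-eYFP degradation.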
ERG Ets-DNA blk – inhibitors of human ERG Ets domain-DNA interaction | AID 624246 | hit rate 0.028% among 370,000 | Potency, µM (series often up to 76.9 µM), inactives show at the highest dose FP activity, negative = inhibition, hits mostly inhibitors | P11308 | fluorescence polarization, His-ERG Ets domain / labelled DNA; active = well fitted inhibition curve with a large enough effect in the polarisation, with a control signal flat; inconclusive = small, poorly fitted or top-dose-only effect, or effect the other way, or a change in a side signal; inactive = no such curve, though single readings can be large or run the other way; the % refers to the polarisation;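 also: polarization taken with two DNA probes labelled with fluorescein and Texas red; potency is read from the fitted curve at half-maximal effect; % of control where 0% means no effect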
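His-tagged ERG Ets domain (1 uM in the protein solution; 300mM KCl, 50mM Tris-HCl, 1mM EDTA, 1mM DTT, pH 7.5) received compound, then a probe mix of 5 nM fluorescein-DNA and 100nM Texas-615-DNA. Fluorescence polarization was read for both dyes.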
Vif-A3G inh – inhibitors of Vif-APOBEC3G interaction | Potency, µM (highest dose often 46.1 µM), for inactives: at the top dose activity, negative = active, most hits filed as inhibitors | Q9HC16 | HeLa A3G-eYFP + Vif (tagged APOBEC3G with the HIV-1 protein that degrades it), YFP fluorescence, overnight | hit rate 0.076% among 410,000;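 also: potency is read from the fitted curve at half-maximal effect; % is scaled to controls: 0 for no effect and ±100 for the full control effect; nearly all actives have a fitted effect of over 60% in size; hits raise eYFP signal because A3G escapes Vif-driven loss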
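Read-out is eYFP fluorescence (Ex 488/Em 500-530) from Vif-expressing HeLa A3G-eYFP cells; more signal means A3G escaped Vif-mediated degradation. Cells plated overnight, compound pinned in, incubated overnight at 37 deg C.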
D2 ag – agonists of human D2 dopamine receptor | P14416 | AID 485358 | hit rate 0.53% among 340,000 | activation, % at 2 µM | HEK293 T-REx D2 cells, calcium flux agonist mode;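 active = activation over 3 SD above normal in the single-dose calcium agonist read, cut at about 30% in these data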; also: 0% is about no effect
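Agonism is scored from calcium flux in a force-coupled, inducible HEK293 cell line expressing D2, read kinetically for 180 s after compound addition against dopamine controls.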
Glioma ERSR ind – induces the endoplasmic reticulum stress response in human glioma cells; Potency, µM, for inactives: at the highest dose activation, hits mostly activators; hit rate 0.02% among 420,000; AID 602332; U87-MG GRP78 promoter luciferase reporter, 16 h; also: potency is read from the fitted curve at half-maximal effect; series mostly up to about 76 µM; % of control where 0% means no effect; nearly all actives have a fitted effect of over 35% in size
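Stably transfected U87-MG human glioma cells carrying a GRP78-based luminescent sensor were seeded at 1000 cells/well, pin-dosed with compounds and incubated 16 h. Luciferase reagent was then added, and end-point luminescence was read after 10 min at room temperature.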
D2 antag – D2 dopamine receptor (human) antagonism | P14416 | hit rate 2% among 340,000 | AID 485344 | inhibition, % at 10 µM | HEK293 TREx D2 cells, calcium flux, dopamine EC80; in the data active = inhibition above about 30%; also: 0% is about no effect
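Inhibition of EC80 dopamine-driven calcium flux, recorded kinetically, defines activity here; cells are a tetracycline-induced HEK293 T-REx line expressing force-coupled D2.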
12-LOX inh – blocks human arachidonate 12S-lipoxygenase; P18054; purified 12hLO, xylenol orange hydroperoxide absorbance; Potency, µM (top dose mostly 108 µM), for the others: at the highest dose activity change, negative = inhibition, most hits filed as inhibitors; hit rate 1.1% among 580,000; AID 1671190; also: potency is read from the fitted curve at half-maximal effect; % is scaled to controls: 0 for no effect and ±100 for the full control effect
Target sequence (P18054 whole entry, looked up): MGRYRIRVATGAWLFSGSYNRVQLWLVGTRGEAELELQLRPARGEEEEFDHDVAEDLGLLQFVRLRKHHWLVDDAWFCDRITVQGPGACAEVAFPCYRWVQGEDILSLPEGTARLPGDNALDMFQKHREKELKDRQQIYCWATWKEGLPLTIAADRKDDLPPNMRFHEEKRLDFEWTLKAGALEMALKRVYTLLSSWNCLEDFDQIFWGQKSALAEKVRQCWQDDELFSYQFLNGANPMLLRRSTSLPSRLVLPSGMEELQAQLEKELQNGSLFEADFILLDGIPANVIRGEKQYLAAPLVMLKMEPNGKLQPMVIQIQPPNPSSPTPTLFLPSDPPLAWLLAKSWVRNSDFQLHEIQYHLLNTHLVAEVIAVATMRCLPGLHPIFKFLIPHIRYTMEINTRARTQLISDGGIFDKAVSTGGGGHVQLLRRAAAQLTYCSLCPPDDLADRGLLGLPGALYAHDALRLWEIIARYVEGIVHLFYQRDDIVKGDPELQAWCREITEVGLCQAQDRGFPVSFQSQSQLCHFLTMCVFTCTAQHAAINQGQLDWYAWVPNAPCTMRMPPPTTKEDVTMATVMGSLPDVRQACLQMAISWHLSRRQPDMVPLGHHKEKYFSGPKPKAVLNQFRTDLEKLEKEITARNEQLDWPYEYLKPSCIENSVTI
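Purified human 12hLO at 150 nM in 25 mM Hepes, 0.01% Triton X-100, pH 7.0, preincubated 15 min at room temperature with compound. Reaction started with 40 uM arachidonic acid, 30 min at room temperature. Hydroperoxide measured by Fe-xylenol orange, 573/405 nm absorbance ratio.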
LDHA inh – LDHA (human) enzyme inhibition | AID 1347041 | purified LDHA, NADH/diaphorase-resazurin fluorescence; active compounds read low | hit rate 0.15% among 480,000 | activity change, % (values are at about 110 or 230 µM); in the data active = activity change below about -30%; inconclusive = mostly about -25% to -30%;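 also: plate controls were DMSO wells for no effect and wells without enzyme for full effect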
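Human LDH5 at 2 nM final in Tris HCl pH 7.4 with 0.06 mM NADH and 0.2 mM pyruvate, reacted 5 minutes at room temperature. Remaining NADH coupled via diaphorase/resazurin; resorufin fluorescence read at 0 and 20 minutes, normalized to enzyme-free and DMSO wells.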
RGS4 inhibitor – human RGS4 inhibition | P49798 | Transcreener GDP fluorescence polarization, RGS4-accelerated GTP hydrolysis | Potency, µM (series often up to 114 µM), for the others: at the highest dose activity change, negative = inhibition, most hits filed as inhibitors | hit rate 0.039% among 390,000; also: potency is read from the fitted curve at half-maximal effect; % is scaled to controls: 0 for no effect and ±100 for the full control effect; nearly all actives have a fitted effect of over 75% in size; some results filed as inactive show a strong effect at the top dose
Target sequence (P49798 whole entry, looked up): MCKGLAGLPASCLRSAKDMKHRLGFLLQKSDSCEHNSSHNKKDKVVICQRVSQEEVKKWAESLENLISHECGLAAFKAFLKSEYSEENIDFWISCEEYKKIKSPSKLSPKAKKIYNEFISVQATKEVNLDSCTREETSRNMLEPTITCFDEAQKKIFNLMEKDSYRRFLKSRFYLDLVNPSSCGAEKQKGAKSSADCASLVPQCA
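MLSMR compounds (23 nl, pin-transferred) preincubated 10 min at room temperature with a 500nM (2x) first reagent, then RGS4 at 900nM (2x) plus Transcreener GDP mix added; fluorescence polarization (620/688 nm) read before and after 90 min at 30 °C.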
Starred values were filed as active, the others as inactive; i = inactive; ? = inconclusive; · = not tested or not shown; & = joins results of further samples; [ ] = dose if it differs, or a comment. Unless noted, calls follow the shape of the dose curve; as a rule, active = well fitted curve in the direction sought with a large enough effect; inconclusive = small, poorly fitted or top-dose-only effect, or another doubt; inactive = no such curve, though single readings can be large; an effect the other way counts as inactive or inconclusive. These rows are one share of the data; rates above refer to the full screens.

SMILES	Vif-A3F inh	ERG Ets-DNA blk	Vif-A3G inh	D2 ag	Glioma ERSR ind	D2 antag	12-LOX inh	LDHA inh	RGS4 inhibitor
O=C1C2C3C=CC(CC3)C2C(=O)N1c1ccc(Br)cc1 (configuration not stated)	-6.0%	·	2.4%	·	-2.2%	·	-8.1%	-0.7	·
COc1c(Cl)cc(Cl)cc1CNCCO	-9.3%	-2.5%	-1.2%	0.5	-2.9%	15.5	2.9%	-6.9	16.4%
CNC(=O)c1c(NC(=O)c2cc(=O)c3cc(C)c(C)cc3o2)sc2c1CCCC2	1.4%	4.9%	-0.9%	-1.3	-4.7%	·	-18.3%	0.9	-1.8%
CN(Cc1ccccc1)C(=O)c1ccc(NC(=O)Cc2ccc(NC(=O)C3CCN(C(=O)CCc4ccccc4)CC3)cc2)cc1	0.7%	-1.0%	2.0%	·	1.6%	·	7.1%	-0.8	31.5%
COc1ccccc1NC(=O)/C(=C\c1cccs1)NC(=O)c1ccco1	-2.7%	-7.1%	0.1%	-0.3	2.7%	2.5	-11.9%	3.0	3.3%
COc1ccccc1C(C)NC(=O)Cc1ccsc1 (configuration not stated)	?	0.6%	-0.8%	-1.4	-2.4%	-6.8	-8.5%	-3.6	-3.3%
COc1ccc(-c2onc(C)c2C)cc1S(=O)(=O)N(C)Cc1ccccc1	0.1%	1.4%	6.7%	-0.3	-4.6%	·	-3.5%	-2.4	8.8%
CSc1nnc(Cc2cc(=O)[nH]c(=O)[nH]2)n1-c1cc(C)ccc1C	-6.4%	-8.8%	0.1%	1.1	-1.0%	-0.1	?	1.9	-13.6%
CCCNC(=O)c1nnsc1Sc1ccc(Cl)cc1	3.6%	1.1%	7.6%	1.0	-0.6%	-12.3	-3.8%	-20.6	10.9%
Cn1nc(-c2ccccc2)c2cc([N+](=O)[O-])ccc21	-12.7%	-5.4%	3.1%	0.1	-4.0%	6.8	-3.9%	-2.8	8.7%
COc1ccc(-c2csc(C3=C(O)CN(Cc4ccc(Cl)cc4)C3=N)n2)cc1OC	?	2.0%	?	0.5	2.1%	73.5*	6.8%	-4.2	-7.7%
CC1CCC(NC(=O)C(=O)Nc2ccc3c(c2)OCO3)CC1 (configuration not stated)	1.1%	0.7%	1.1%	0.2	-1.0%	-11.6	135.7%[activator]	0.0	-5.6%
COc1cc(CN2CCc3nc(N4CCN(c5ncccn5)CC4)ncc3C2)cc(OC)c1OC	-7.9%	-2.5%	4.2%	5.2	-5.4%	·	?	-4.3	11.5%
CCC(C(=O)NC1CCCC1)n1nc(C)n2c(cc3occc32)c1=O (configuration not stated)	-1.1%	-4.3%	-0.6%	-0.7	1.6%	0.2	31.9%[activator]	-4.4	8.5%
CCOC(=O)C1=C(C)N(C[C@@H]2CC[C@@H](Cc3ccc(-c4ccccc4)cc3)O2)C(=O)NC1c1ccc(Cl)cc1 (some centres not stated)	7.5%	11.9%	2.3%	·	-3.4%	·	-3.8%	1.1	-9.0%
COc1ccc(-n2nc3c(c2NC(=O)c2ccc(S(=O)(=O)N4CCOCC4)cc2)CS(=O)C3)cc1 (configuration not stated)	0.7%	5.5%	-0.3%	0.2	3.4%	12.6	-5.2%	-7.0	-6.0%
O=C(Nc1ccc(Oc2cccnc2)cc1)C1CCCCN1Cc1ccc(CO)o1 (configuration not stated)	-8.4%	-12.7%	?	1.3	-3.4%	-25.1	-3.1%	-6.3	-18.7%
O=C(CC(C(=O)O)C1CCCO1)Nc1cccc(C(F)(F)F)c1 (configuration not stated)	0.7%	0.2%	2.1%	0.4	-2.3%	0.3	-4.6%	-4.2	-9.4%
CC(=O)c1ccc(OCc2cc(C(=O)N3CCC(Oc4ccccc4C)CC3)no2)cc1	-4.1%	-12.3%	-4.3%	1.4	12.2%	12.6	-4.1%	-1.3	-3.0%
CN(Cc1ccco1)S(=O)(=O)c1ccc2c(c1)CCN2C(=O)CCC(=O)O	-5.4%	·	0.0%	·	-4.8%	·	-3.9%	-6.1	4.6%
Cc1cccc(Oc2ccccc2NS(=O)(=O)c2ccc(CCC(=O)O)cc2)c1	-4.6%	-12.4%	4.0%	0.5	-5.5%	8.3	?	0.0	-18.1%
COc1cccc(Nc2nc3ccccc3nc2-n2nc(C)cc2C)c1	-0.6%	5.5%	3.3%	·	-2.3%	·	62.1%&6.7%[activator]	-0.5&-12.1	22.8%
Nc1cc(S(=O)(=O)Nc2cc(Cl)ccc2Cl)ccc1N1CCCC1	-24.2%	0.7%	-14.9%	0.1	-1.7%	4.9	-29.8%	-4.7	0.9%[56.9 µM]
O=C(NCCc1ccccc1)c1ccc(NC(=O)C2CCC2)cc1	0.5%	-9.6%	-1.1%	·	1.4%	·	4.9%	-10.2	5.7%
Cc1noc(COc2ccccc2OCc2onc(C)c2Cl)c1Cl	-2.0%	-15.4%	-0.6%	1.0	-6.7%	13.8	0.0%	-4.8	12.2%
NC(=O)N/N=C/c1c(O)ccc2oc3c(c12)CCCC3	?	-7.4%	5.2%	1.0	6.6%	11.0	-14.7%	0.6	-22.1%
O=C1OC[C@@H]2CCCN2C(=O)[C@@H](CC(=O)N(CCO)Cc2ccccc2)C/C=C\C[C@H]1Cc1ccc(F)cc1	-0.3%	-17.9%	-2.1%	·	-5.7%	·	-4.6%	-3.1	17.7%
O=C(Nc1ccc(Cl)cc1C(=O)Nc1ccccn1)c1ccco1	-2.1%	3.6%	-0.6%	0.7	-6.1%	3.3	7.0%	-8.5	6.1%[11.4 µM]
COc1ccccc1N1C(=O)C2C(c3ccccc3F)NN(C(=O)c3ccc(C)cc3)C2C1=O (configuration not stated)	0.8%	8.1%	-2.2%	-2.8	1.5%	-1.9	6.7%[57.4 µM]	-1.9	-6.2%
CCC1C(=O)NCCN1C(=O)c1ccc(OC)c(OC2CCN(C(C)=O)CC2)c1 (configuration not stated)	2.8%	10.7%	2.0%	0.3	-2.6%	8.7	-25.9%	-1.6	-25.9%
CCOC(=O)c1c(NC(=O)Cn2nc(C(F)(F)F)cc2C)sc2c1CCC2	7.3%	3.9%	-3.8%	-0.2	-1.7%	-0.6	8.7%	3.7	-41.7%
CN(C)c1ccc(NC(=O)c2ccc(Cn3cc([N+](=O)[O-])cn3)cc2)cc1	16.7%	20.4%	0.9%	1.2	4.9%	-5.3	-1.9%	2.8	-46.2%
C=CCNc1oc(COc2ccc(C)cc2)nc1C#N	1.4%	0.2%	-4.9%	·	4.4%	·	146.8%&11.3%[activator]	1.5&5.8	-16.9%
O=C(c1ccncc1)N(c1ccc2oc3c(c2c1)CCCC3)S(=O)(=O)c1cccc([N+](=O)[O-])c1	-7.3%	-4.3%	1.4%	-1.2	-4.5%	4.7	-23.4%	-4.8	-21.4%
CC1CN(C(=O)CCC(=O)NCc2ccccc2)c2ccccc2S1 (configuration not stated)	0.1%	-0.8%	4.8%	·	-2.0%	·	4.2%	-3.6	-6.1%
CCC(C(=O)NC1CCCC1)N(C(=O)Cn1nnc(-c2ccc(C)o2)n1)c1ccc(OC)c(OC)c1 (configuration not stated)	11.5%	-4.6%	0.7%	-0.4	-4.0%	-0.3	?	-2.6	-18.8%
Cc1ccc(S(=O)(=O)c2nc(-c3ccco3)oc2N2CCC(C)CC2)cc1	-16.5%	4.8%	-2.8%	-0.1	-0.9%	4.9	i	0.0	-10.9%
COc1cccc(NC(=O)CSc2nncn2-c2ccccn2)c1	7.8%	9.2%	-4.1%	·	-2.9%	·	-4.9%	-8.5	-17.3%
CC(=O)N1CCc2cc([N+](=O)[O-])ccc21	-2.4%	4.1%	0.2%	·	0.7%	·	5.5%	1.3	-1.9%
CCC1CCCCN1S(=O)(=O)c1ccc(NC(=O)c2ccncc2)cc1 (configuration not stated)	1.5%	0.1%	-0.7%	-0.3	-4.5%	-2.4	244.7%[activator]	-1.7	2.2%
COc1ccc(CNC(=O)Cn2cnc3c(SC)nc(N)nc32)cc1	3.0%	5.8%	7.8%	·	-2.4%	·	0.9%	1.7	9.3%
O=C(OCC(=O)N(c1ccccc1)C1CCCCC1)c1ccc(CO)cc1	-4.0%	-6.7%	0.9%	0.6	-2.5%	-7.5	174.1%[activator]	-3.6	8.0%
CCOc1ccc(C(=O)NC2CC(=O)N(c3ccc4c(c3)OCCO4)C2)cc1 (configuration not stated)	-0.6%	-6.7%	0.8%	2.5	-1.8%	20.6	-11.8%	-6.1	-1.3%
COc1cccc(-n2c(SCC(N)=O)nc3c([nH]c4ccccc43)c2=O)c1	-11.4%	1.6%	?	0.4	-1.9%	8.4	-24.8%	-5.2	-29.2%
CS(=O)(=O)N(CC(=O)N1CCN(Cc2ccc3c(c2)OCO3)CC1)c1ccc2c(c1)OCO2	-0.8%	-7.0%	1.1%	0.8	-5.5%	-10.8	?	-4.1	-10.4%
O=C(Cc1ccc(Cl)c(Cl)c1)N1CCOCC1	-3.1%	-7.1%	0.6%	0.0	-6.1%	-5.4	-26.3%	-3.9	6.8%
